Source: PubChem (several laboratories)
RT RNaseH block: inhibitors of HIV-1 reverse transcriptase RNase H. 65,000 tested, 1.9% active. RT-RNase H RNA/DNA duplex cleavage, fluorescence. inhibition, % at 10 µM; in the data active = inhibition above about 50%
RmlC RmlD mix: inhibitors of RmlC and RmlD coupled enzymes; AID 1532; RmlC/RmlD coupled enzyme inhibition, 384-well mixture HTS; inhibition, % at 5.5 µM; 110,000 tested, 0.39% active; in the data active = inhibition above about 30%, passing the limit was not always enough; note: strong numbers were not always called active
Numbers without * were called inactive; · = not tested or not shown; & = joins results of further samples.

SMILES	RT RNaseH block	RmlC RmlD mix
O=C(OC1CCCCC1=O)c1cc(=O)c2ccccc2o1 (stereo not given)	-13	21
CN1CCN(c2ccccc2NC(=O)C(Cc2ccccc2)n2cccc2)CC1 (stereo not given)	-11	-15
CC(=O)C1=C(O)CC(c2ccccc2)CC1=NCCc1c(C)[nH]c2ccc(C)cc12 (stereo not given)	·	-16
CN(C)c1nc(C(N)=O)nc(N2CCOCC2)n1	·	-2
O=C(NCCN1CCOCC1)c1ccc(CS(=O)(=O)Cc2ccccc2F)o1	-2	9
c1ccc(CNc2nc3ccccc3n3cnnc23)cc1	·	-6
COc1ccc(-n2c(Cc3cccn3C)nnc2SCC(=O)NCC2CCCO2)cc1 (stereo not given)	4	-7
CC1(c2ccccn2)Nc2ccccc2-c2nc3ccccc3n21 (stereo not given)	2	13
Cc1ccc(S(=O)(=O)NCc2cn3c(C)csc3n2)cc1	-13	-13
O=C(COC(=O)c1ccncc1)NC(=O)C1CCCCC1	·	5
O=C(NO)c1ccc(C(=O)N(C2CCCCC2)C2CCCCC2)cc1	4	7
CCOC(=O)COC(=O)c1ccc(Oc2cc(C)nc(SC)n2)cc1	·	0
O=C(Nc1sc2c(c1-c1nc3ccccc3[nH]1)CCCC2)C1CCCC1	·	-80
CN1CCN(C2=C(Cl)C(=O)N(Cc3ccccc3)C2=O)CC1	-28	12
Cc1ccc2occ(CN3CC4CC(C3)c3cccc(=O)n3C4)c(=O)c2c1 (stereo not given)	-21	12
O=C(Nc1cccs1)Nc1ccccc1Cl	-1	-5
CCOc1ccc(OCc2ccc(C(=O)Nc3cccnc3)o2)cc1	·	47
O=c1oc2ccc3ccccc3c2c2c1SC(C(F)(F)F)C2 (stereo not given)	·	-68
COc1cccc(-c2cc(N)nn2C(=O)Nc2ccc(Cl)cc2)c1	3	-3
Cc1nn(-c2ccccc2)c(C)c1C(=O)OCC(=O)N1c2ccccc2NC(=O)C1(C)C	·	-9
COc1ccccc1CN1C(=O)CN(C2CCCC2)C(=O)C1c1ccc(F)cc1 (stereo not given)	7	7
CC1=C(C(=O)Nc2ccccc2)C(c2ccco2)C(C#N)=C(SCC(=O)OC(C)C)N1 (stereo not given)	10	6
CC(C)(C)NC(=O)C1CCC(C)(C(=O)O)C1(C)C (stereo not given)	-5	-2
COc1ccc2nc(SCc3cccnc3)c(C#N)cc2c1	·	-6
Cc1ccc(N(CC(=O)NCC2CCCO2)C(=O)CCC(=O)Nc2ccccn2)cc1C (stereo not given)	·	-1
O=C(NCc1ccccc1)C12CN(Cc3ccccc3)CC1C(c1cccc([N+](=O)[O-])c1)=NO2 (stereo not given)	·	6
CCOC(=O)c1c(NC(=O)c2noc3c2CCCC3)sc(C)c1C	-13	-15
CNC(=O)CN(c1cc(C)ccc1C)S(C)(=O)=O	-6	0
CC(=O)OC(C)(CCC(C)(OC(C)=O)C(C)=O)C(C)=O (stereo not given)	-6	5
CCCCCCN(C(=O)CCCCCN1C(=O)NC(c2ccc(-c3ccccc3)cc2)C(C(=O)OCc2ccccc2)=C1C)C(C(=O)NCCCC)c1ccc(O)c(C(=O)OC)c1 (stereo not given)	·	-63
Cc1cc(C)c(C#N)c(SCCS(=O)(=O)Cc2ccccc2)n1	-2	5
O=C(CNC(=O)C12CC3CC(CC(C3)C1)C2)NC1=NCCS1	0	-11
CN1CCN(C(=O)c2ccccc2NC(=O)C(C)(C)C)CC1	·	9
CCc1ccc(NS(=O)(=O)c2ccc(OC)c(C)c2)cc1	·	13
Cn1nnnc1SCC(=O)N1CCN(Cc2ccccc2)CC1	3	3
O=[N+]([O-])/C=C/c1c(OCc2ccccc2)ccc2ccccc12	·	-18
Cc1cc2ncn(CC(O)COC3CCCCC3)c2cc1C (stereo not given)	-16	15
CC(C)(C)c1cc(CN2CCN(CCO)CC2)cc(C(C)(C)C)c1O	1	3
C=CCNC(=O)CCNS(=O)(=O)c1ccc(Br)cc1	-11	5
CCOC(=O)CCn1c(CC(=O)OCC)nc2ccccc21	-15	-12
CC(C)(C)NC(=O)CSc1nnc(C2CC2)n1Cc1ccccc1	-10	6
O=C1OC2CCC1(c1ccccc1)C2 (stereo not given)	-6	6
Cn1c(Cn2c(=O)sc3ccccc32)nnc1SCc1ccccc1F	-62	-25
c1ccc(-c2nc(N3CCCCCC3)nc(-n3ccnc3)n2)cc1	-19	5
CCCC1COC(Cn2cncn2)(c2ccc(C)cc2)O1 (stereo not given)	-11	-3
CC(C)n1c(SC2C(=O)CC(C)(C)CC2=O)nc2c1c(=O)n(C)c(=O)n2C	-6	7
O=C(CSCc1ccc(Cl)cc1)N1CCN(Cc2ccc3c(c2)OCO3)CC1	·	-14
CCn1nnc(-c2ccccc2NC(=O)c2cccc(-n3cnnn3)c2)n1	-2	-4
CCOC(=O)CCNC(C(=O)OCC)c1ccccc1 (stereo not given)	·	3
CCn1cc(C(=O)NCc2ccc3c(c2)OCO3)c(=O)c2cc(F)c(N3CCN(C)CC3)cc21	-15	-6

Continuation.
SMILES	RT RNaseH block	RmlC RmlD mix
CC(C)CCn1nnnc1C(c1ccccc1)N1CCN(C)CC1 (stereo not given)	-1	-10
O=c1c2ccccc2nnn1CSc1nnc(-c2cccs2)n1Cc1ccccc1	-28	-8
CC(=NCCCN1CCOCC1)c1c(O)[nH]c(=O)[nH]c1=O	-5	-9
CC1CCN(CCCNC(=O)c2ccc3c(=O)n(CCc4ccccc4)c(=O)[nH]c3c2)CC1	·	7
Cn1c(C(=O)NCCCN2CCN(c3ccc(F)cc3)CC2)cc2c(=O)n(C)c3ccccc3c21	-1	·
CCN(CC)Cc1nc2c(c(=O)[nH]1)C1(CCCC1)Cc1ccccc1-2	·	-11
O=C(O)C1=C[C@H](c2coc3ccccc3c2=O)C[C@H](OCCCCO)O1	·	8
CCCc1nc2c(nnn2Cc2ccccc2F)c(=O)[nH]1	·	-14
COc1cccc(-n2nnc3c(=O)n(Cc4ccc(C)cc4)cnc32)c1	-7	3
COc1c(S(=O)(=O)N2CCCCC2)ccc2c(S(=O)(=O)N3CCCCC3)cccc12	-8	·
CCOc1ccc(N2C(=O)C(c3ccccc3)=C(c3nc4ccccc4s3)C2NC(C)=O)cc1 (stereo not given)	·	-10
COC(=O)Cc1cn(-c2ncc(C(F)(F)F)cc2Cl)c2ccccc12	·	-40
NC1=NC[C@@H](Cc2ccc(O)cc2)N1CCc1cccc(F)c1	·	6
Cc1noc(C)c1COC(=O)CCN1c2ccccc2Sc2ccccc21	-36	3
CC1CCc2nn(CC(=O)Nc3c(F)cc(F)cc3Br)cc2C1 (stereo not given)	-5	4
Cc1ccc(C)c(C(=O)COC(=O)c2ccc(Br)o2)c1	-117	-8
O=C(ONC1=NCCCCC1)c1c(F)cccc1F	·	-3
COc1ccc(N2Cc3ccccc3C2)cc1Cl	55*	6
CCC(=O)Nc1cc(OC)c(NC(=O)c2ccccc2)cc1OC	16	9
O=[N+]([O-])c1ccc(O)c(-c2nc(-c3ccccc3)c(-c3cccs3)[nH]2)c1	·	2

Not a retest: 25 of the compounds above.
SMILES	RT RNaseH block	RmlC RmlD mix
CCCC1COC(Cn2cncn2)(c2ccc(C)cc2)O1 (stereo not given)	-11	-3
CC(C)n1c(SC2C(=O)CC(C)(C)CC2=O)nc2c1c(=O)n(C)c(=O)n2C	-6	7
O=C(CSCc1ccc(Cl)cc1)N1CCN(Cc2ccc3c(c2)OCO3)CC1	·	-14
CCn1nnc(-c2ccccc2NC(=O)c2cccc(-n3cnnn3)c2)n1	-2	-4
CCOC(=O)CCNC(C(=O)OCC)c1ccccc1 (stereo not given)	·	3
CCn1cc(C(=O)NCc2ccc3c(c2)OCO3)c(=O)c2cc(F)c(N3CCN(C)CC3)cc21	-15	-6
CC(C)CCn1nnnc1C(c1ccccc1)N1CCN(C)CC1 (stereo not given)	-1	-10
O=c1c2ccccc2nnn1CSc1nnc(-c2cccs2)n1Cc1ccccc1	-28	-8
CC(=NCCCN1CCOCC1)c1c(O)[nH]c(=O)[nH]c1=O	-5	-9
CC1CCN(CCCNC(=O)c2ccc3c(=O)n(CCc4ccccc4)c(=O)[nH]c3c2)CC1	·	7
Cn1c(C(=O)NCCCN2CCN(c3ccc(F)cc3)CC2)cc2c(=O)n(C)c3ccccc3c21	-1	·
CCN(CC)Cc1nc2c(c(=O)[nH]1)C1(CCCC1)Cc1ccccc1-2	·	-11
O=C(O)C1=C[C@H](c2coc3ccccc3c2=O)C[C@H](OCCCCO)O1	·	8
CCCc1nc2c(nnn2Cc2ccccc2F)c(=O)[nH]1	·	-14
COc1cccc(-n2nnc3c(=O)n(Cc4ccc(C)cc4)cnc32)c1	-7	3
COc1c(S(=O)(=O)N2CCCCC2)ccc2c(S(=O)(=O)N3CCCCC3)cccc12	-8	·
CCOc1ccc(N2C(=O)C(c3ccccc3)=C(c3nc4ccccc4s3)C2NC(C)=O)cc1 (stereo not given)	·	-10
COC(=O)Cc1cn(-c2ncc(C(F)(F)F)cc2Cl)c2ccccc12	·	-40
NC1=NC[C@@H](Cc2ccc(O)cc2)N1CCc1cccc(F)c1	·	6
Cc1noc(C)c1COC(=O)CCN1c2ccccc2Sc2ccccc21	-36	3
CC1CCc2nn(CC(=O)Nc3c(F)cc(F)cc3Br)cc2C1 (stereo not given)	-5	4
Cc1ccc(C)c(C(=O)COC(=O)c2ccc(Br)o2)c1	-117	-8
O=C(ONC1=NCCCCC1)c1c(F)cccc1F	·	-3
COc1ccc(N2Cc3ccccc3C2)cc1Cl	55*	6
CCC(=O)Nc1cc(OC)c(NC(=O)c2ccccc2)cc1OC	16	9

More results
SMILES	RT RNaseH block	RmlC RmlD mix
CCCCOc1ccccc1C1C(C(=O)OC)=C(C)N(C)C(C)=C1C(=O)OC	-21	-11
COc1cc2c(cc1NC(=O)CC1SC(N3CCCC3)=NC1=O)oc1ccccc12 (stereo not given)	-10	6
Cc1ccc(N2C(=O)CC3(CC4C=CC3C4)C2=O)cc1 (stereo not given)	-10	-6
CCOC(=O)c1ccc(NS(=O)(=O)c2c(C)n(C)c(=O)n(C)c2=O)cc1	-5	8
C=CCNC(=O)c1onc(CSc2ccc(F)c(F)c2)c1C(=O)O	·	-2
COC(=O)C1=C(C)N=c2s/c(=C/c3ccoc3)c(=O)n2C1c1ccccc1 (stereo not given)	-2	0
Cc1cc(SCC(=O)c2cc3ccccc3o2)nc2ccccc12	·	-6
O=C(COc1cc(Cl)c(Cl)cc1Cl)Nn1cnnc1	-6	-4
CN1CCN(S(=O)(=O)c2ccc(=O)[nH]c2)CC1	-6	-5
O=C(CCl)N(c1ccccc1)c1c[nH]c2ccccc12	·	7
COC(=O)c1ccc(N/C=C/C(=O)c2ccc(OC)c(OC)c2)cc1	·	-3
O=C(Nn1cnc2ccccc2c1=O)C1CCCCC1	6	17
CCOc1ccc(CCNC(=O)CCn2cccc2)cc1OCC	2	7
Cc1c(C(=O)N2CCC3(CC2)OCCO3)sc2ncnc(N3CCN(c4ccccn4)CC3)c12	-10	3
c1ccc2[nH]c(-c3ccnc4ccccc34)nc2c1	-4	1&-3
Cc1ccc(Sc2c([N+](=O)[O-])ncn2C)cc1	·	-9
O=C(Cn1cc(CCO)nn1)N1CCNCC1	·	-13
CCn1ncc(CN2CCN(C(=O)Nc3ccccc3C(=O)OC)CC2)c1C	-5	-2
CC1(C)CC(=O)C=C(NCCCN2CCCC2=O)C1	-5	-17
OC1C[N+]2(CCCCC2)C1	-1	8
COCc1cc(C)[nH]c(=O)c1C#N	-6	17
CC1CCc2nc(NC(=O)Cc3cccs3)sc2C1 (stereo not given)	-20	-8
COC(=O)C(Cc1cncn1COCc1ccccc1)NC(=O)OC(C)(C)C (stereo not given)	-17	-15
CCCSc1nsc(SCCC)c1C#N	·	5
CN1CCN(C(=O)COc2ccc3ccccc3c2Br)CC1	-6	-13
CCOC(=O)N1CCC(NC(=O)C(NS(=O)(=O)c2ccc3c(c2)CCN3C(C)=O)C(C)C)CC1 (stereo not given)	-11	·
O=C(COc1ccc(S(=O)(=O)NC2CCCCC2)cc1Cl)NCc1ccc2c(c1)OCO2	·	-29
CCOC(=O)[C@@H]1[C@H]2COc3cc(OC)ccc3[C@@H]2N2C(=O)N(c3ccc(Cl)cc3)C(=O)[C@]12C	·	-17
NS(=O)(=O)c1ccc(CCNc2nc(CN3CCCCC3)nc3sc4c(c23)CCC4)cc1	·	-8
Cn1c(N)c(C#N)c2c(c1=S)CSC(C)(C)C2	19	6
CCCCSc1nnc(-c2c[nH]c3ccccc23)n1C	-4	0
CCCCN(CC)CCCNC(=O)CS(=O)(=O)Cc1nc(-c2cccc(OC)c2)oc1C	-1	-17
O=C(NCCO)c1nc(NCCO)c2ccccc2n1	-15	6
CC1Cc2ccccc2N1C(=O)C12CCC(C)(C(=O)C1)C2(C)C (stereo not given)	-6	-13
COc1ccc(N(C(=O)Cc2cccs2)C(C(=O)NC2CCCCC2)c2cccn2C)cc1OC (stereo not given)	·	-3
Nc1nc(NC(=O)Cc2ccccc2)nn1-c1ccccc1	-9	·
COc1ccccc1NC(=O)NCCCl	·	17
Cc1ccnc(SCC(=O)O)n1	-8	-9
O=C(CCS(=O)(=O)c1ccc(Br)cc1)NC1CCCC1	·	1
CCOCCCN(CCC#N)S(=O)(=O)c1ccc(S(=O)(=O)N2CCCC2)cc1	3	-9
CCN(CC)CCNS(=O)(=O)c1ccc2[nH]cc(C(=O)O)c(=O)c2c1	·	-14
CN(Cc1ccccc1)c1nc2c(c(=O)[nH]c(=O)n2C)n1CCOc1ccccc1	-5	-6
Cc1ccc(C(=O)Nc2ccc(Cl)cn2)cc1	1	3
O=C(O)c1cccc(NC(=O)c2ccc3c(c2)C(=O)N(CC2CCCO2)C3=O)c1 (stereo not given)	·	11
COc1ccc(/C=C2\CCc3ccccc3C2=O)cc1Cn1cccn1	·	-1
CCN1CCN(C(c2ccccc2)c2sc3nc(C)nn3c2O)CC1 (stereo not given)	-4	-9
COc1cc2c(N3CCOCC3)cc(O)c(CC(=O)Nc3ccccc3)c2cc1OC	4	15
O=C(CCCCCN1C(=O)CCC1=O)Nc1ccc(Br)cc1F	18	-8
Oc1ccc(NCc2ccccc2OCc2ccccc2F)cc1	·	-6
COC(=O)CNc1ccc2c(c1)OCO2	·	10
COC(=O)Nc1ccc2c(c1)N(C(=O)CCN1CCOCC1)c1ccccc1S2	-1	4

These rows are one share of the data; the hit share may differ from the screen's.
